# Screening results: PubChem BioAssay, The Scripps Research Institute Molecular Screening Center
# TEAD-YAP inh: TEAD-YAP interaction inhibition; HEK-TIYL cells, TEAD-Gal4/YAP UAS-luciferase luminescence; inhibition, % at 9.12 µM; 640,000 compounds, 1.4% hits; in the data active = inhibition above about 32%;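 also: 0% = median of test compound wells and 100% = reference inhibitor wells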
# GPR151 ag: activates the human receptor GPR151 | Q8TDV0 | PathHunter beta-arrestin GPR151 cells, luminescence | activation, % at 11.2 µM | 650,000 compounds, 1% hits; in the data active = activation above about 4.9%;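 also: 0% = median of compound wells and 100% = cells with positive control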
# Target sequence (Q8TDV0 whole entry, looked up): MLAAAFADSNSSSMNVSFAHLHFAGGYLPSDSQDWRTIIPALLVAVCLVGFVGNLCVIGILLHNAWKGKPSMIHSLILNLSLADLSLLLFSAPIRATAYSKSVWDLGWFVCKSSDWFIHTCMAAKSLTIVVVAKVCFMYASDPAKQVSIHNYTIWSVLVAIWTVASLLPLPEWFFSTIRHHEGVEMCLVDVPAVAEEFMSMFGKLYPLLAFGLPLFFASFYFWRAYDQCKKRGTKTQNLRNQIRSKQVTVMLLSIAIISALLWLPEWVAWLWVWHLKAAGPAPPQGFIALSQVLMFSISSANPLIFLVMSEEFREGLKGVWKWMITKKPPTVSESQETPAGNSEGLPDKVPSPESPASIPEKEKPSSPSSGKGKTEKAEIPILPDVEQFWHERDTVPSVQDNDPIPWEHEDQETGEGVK
# MITF primary: inhibitors of human MITF; O75030; AlphaScreen MITF homodimerization, bead proximity signal; inhibition, % at 2.6 µM; 650,000 compounds, 0.91% hits; AID 1259374; in the data active = inhibition above about 50%;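 also: 0% = vehicle wells with protein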
# Target sequence (O75030 whole entry, looked up): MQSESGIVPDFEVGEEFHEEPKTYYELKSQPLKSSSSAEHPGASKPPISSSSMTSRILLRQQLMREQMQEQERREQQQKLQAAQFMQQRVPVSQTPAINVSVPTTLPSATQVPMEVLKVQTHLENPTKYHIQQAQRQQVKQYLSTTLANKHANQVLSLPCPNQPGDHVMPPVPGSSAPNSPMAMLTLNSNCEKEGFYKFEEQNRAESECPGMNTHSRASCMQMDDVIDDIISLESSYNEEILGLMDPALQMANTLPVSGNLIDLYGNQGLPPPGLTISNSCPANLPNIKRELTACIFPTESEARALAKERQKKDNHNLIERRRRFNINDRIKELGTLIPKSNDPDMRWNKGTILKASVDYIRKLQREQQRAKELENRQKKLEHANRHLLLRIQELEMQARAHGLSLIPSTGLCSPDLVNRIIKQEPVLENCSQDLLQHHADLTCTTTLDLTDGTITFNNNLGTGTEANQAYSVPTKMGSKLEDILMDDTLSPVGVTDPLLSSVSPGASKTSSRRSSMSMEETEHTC
# FBW7 act: human FBW7 E3 ligase activation, primary screen; AlphaScreen FBW7–phospho-cyclin E peptide binding, activator screen; 650,000 compounds, 0.13% hits; normalized activity (activation), % at 26.1 µM; in the data active = normalized activity above about 1.9%;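 also: purified mutant Fbw7 with reduced substrate affinity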
# The depositor's hits bear a star. Outcome played no part in choosing rows; 3.5% or so of the library scored in one or more.
entry	canonical_smiles	TEAD-YAP inh	GPR151 ag	MITF primary	FBW7 act
1	COc1ccc(COC(=O)NNC(=O)c2ccccc2Cl)cc1	-2.1	-0.1	6.5	0.1
2	COc1cccc(/C=N/NC(=O)c2nnn(-c3nonc3N)c2-c2ccccc2)c1O	15.3	-0.6	18.4	-0.1
3	O=C1N[C@@H](COCc2ccccc2)C(=O)N2C[C@@H](NCc3cnn(-c4cccc(F)c4)c3)C[C@@H]12	-15.5	-1.5	-10.1	-0.2
4	Oc1ccc(/C=N/n2cn[nH]c2=S)cc1	-3.1	-0.5	11.7	0.1
5	Cn1c(=NC(=O)c2ccc([N+](=O)[O-])o2)sc2cc(F)ccc21	1.6	1.8	-7.5	0.0
6	CC(C)c1ccc(C2/C(=C(\O)c3ccccc3)C(=O)C(=O)N2c2nc3ccccc3s2)cc1 (configuration not stated)	-37.3	1.0	21.2	0.3
7	CCOc1ccc(-n2c(CNC(=O)c3ccco3)nnc2SCC(=O)Nc2nnc(C)s2)cc1	-9.9	2.2	10.5	0.0
8	c1ccc(-c2csc3ncn4cnnc4c23)cc1	10.8	1.0	-0.6	0.2
9	CCc1nc2sc(C(c3ccc(OC)cc3)N3CCN(CC)CC3)c(O)n2n1 (configuration not stated)	3.1	0.6	18.6	0.1
10	NC(=O)COC(=O)C1CCN(S(=O)(=O)c2cc([N+](=O)[O-])ccc2Cl)CC1	6.8	3.1	10.4	0.1
11	O=C(CSc1ccc(-c2cccnc2)nn1)N1CCOCC1	-2.0	0.5	-2.6	-0.2
12	CCNC(=O)NC(=O)C(C)OC(=O)CCS(=O)(=O)c1ccc(C)cc1 (configuration not stated)	-1.7	1.1	6.5	0.0
13	COC(=O)c1cc(NS(=O)(=O)c2cccs2)ccc1Cl	7.5	0.6	-2.2	0.4
14	Cc1ccc2nc(C(=O)N3CCc4c([nH]c5ccccc45)C3c3ccccn3)cn2c1 (configuration not stated)	2.9	-0.7	0.5	-0.1
15	CCOC(=O)N1CCC(NC(=O)c2cccnc2SC)CC1	2.6	2.0	0.1	0.5
16	CCOC(=O)c1c(NC(=O)c2ccc(OC)c([N+](=O)[O-])c2)sc2c1CCCC2	-3.5	-0.8	3.8	0.7
17	COC(=O)C1=C(C)NC2=C(C(=O)CC(c3ccc(OC)c(OC)c3)C2)C1c1ccccc1F (configuration not stated)	12.7	-0.1	11.0	0.1
18	COc1ccc(CNCc2ccccc2Br)cc1OC	-0.8	0.7	25.6	-0.4
19	CCOc1ccccc1C1C2=C(CCCC2=O)Nc2nc3ccccc3n21 (configuration not stated)	4.9	-0.1	11.7	0.1
20	COc1ccc(OCCNC(=O)c2ccccc2[N+](=O)[O-])cc1	-3.0	-0.3	-2.3	-0.1
21	CCC(CCC(C)C1CCC2C3CC=C4CC(OC(=O)c5ccccc5)CCC4(C)C3CCC12C)C(C)C (configuration not stated)	2.1	1.6	4.9	-0.1
22	Cc1ccc(-c2csc(C(C#N)=C3CCCC3)n2)cc1	-3.2	-0.3	15.5	0.0
23	Nc1cccc(C(=O)N/N=C/c2ccc(F)cc2)c1	-25.4	0.4	-9.5	-0.1
24	CCCCCCC(C(=O)NC(C)c1ccccc1)C(=O)NC(C)c1ccccc1 (configuration not stated)	1.2	-0.7	-1.0	0.2
25	O=C(Nc1ccnn1C1CCN(Cc2ccc3c(c2)CCO3)CC1)c1ccc2c(c1)OCO2	20.6	-0.5	-9.7	-0.2
26	Cc1ccc(-c2csc3c(=O)n(CC(=O)Nc4cccc(Cl)c4)cnc23)cc1	3.4	0.3	-9.0	0.0
27	CS(=O)(=O)Nc1ccc(C(=O)Nc2ccccc2C(=O)NCc2ccccc2)cc1	-11.0	-0.1	-2.0	-0.2
28	CCCOc1ccc(C(=O)Nc2ccc(Br)cc2C(=O)O)cc1	6.0	0.3	8.5	0.1
29	COc1ccc(S(=O)(=O)Nc2ccc(N3CCCC3=O)c(C)c2)cc1C	7.8	-0.7	25.7	0.8
30	CCc1cccc(CC)c1NC(=O)CSc1nnc(NC(=O)C2CC2)s1	-0.3	-1.0	5.7	0.1
31	O=C(Cn1c(=O)oc2ccccc21)Nc1cc(C(F)(F)F)cc(C(F)(F)F)c1	5.8	-2.0	11.8	0.0
32	S=C(c1cccc(Br)c1)N1CCNCC1	4.7	0.3	15.6	0.2
33	O=C(NCCc1ccccc1)C1CCC(Cn2c(SCc3ccc(F)cc3Cl)nc3ccccc3c2=O)CC1 (configuration not stated)	-11.0	2.2	4.3	0.1
34	COc1ccc(CNC(=O)C2CC=CCC2C(=O)O)cc1OC (configuration not stated)	-8.1	3.6	3.2	0.1
35	COc1cc(/C=C2\SC(N)=NC2=O)cc(Br)c1O	12.4	1.7	-4.5	-0.2
36	O=C(Nc1ccc(-c2cncc(-c3ccc(O)cc3)n2)cc1)C1CCCC1	-0.2	2.4	17.6	0.0
37	COCCCNC(=O)c1cc(=O)[nH]c2ccc(S(=O)(=O)N3CCC(C)CC3)cc12	-4.9	-1.0	7.7	0.3
38	Cc1ccc(S(=O)(=O)NC(CC(=O)N2CCCC2)c2ccco2)cc1 (configuration not stated)	-3.3	-3.0	21.4	0.1
39	Cc1ccc(OCC(=O)NC(=S)Nc2ccccn2)c(Br)c1	87.8*	-2.4	7.4	-0.2
40	CCc1ccc(OCC2c3cc(OC)c(OC)cc3CCN2C(=O)c2ccccc2F)cc1 (configuration not stated)	3.2	0.3	5.5	-0.2
41	CCOc1ccc(NC(=O)CSc2nc(CC)nc3c2c(=O)n(C)c(=O)n3C)cc1	14.6	-0.7	-6.4	0.4
42	O=C(NCCc1ccccc1)C1CC(=O)N(C2CCCCC2)C1 (configuration not stated)	1.2	-1.4	-2.9	-0.2
43	Nc1ncnc(Nc2cccc([N+](=O)[O-])c2)c1[N+](=O)[O-]	1.1	-0.1	-12.6	0.0
44	COCC(=O)NCC1CCC2(CCN(C/C(C)=C/c3ccco3)CC2)O1 (configuration not stated)	-9.8	-0.1	-5.3	0.0
45	O=c1c2sccc2nc(SCc2ccc([N+](=O)[O-])cc2)n1Cc1ccccc1	10.2	-1.8	5.3	0.6
46	O=C(COC(=O)c1ccc(O)cc1)NCC1CCCO1 (configuration not stated)	-1.2	1.1	-5.7	0.0
47	CC1CC(C)CN(C(=O)c2cc3ccccc3oc2=O)C1 (configuration not stated)	9.6	0.0	-1.9	0.0
48	O=C1Sc2ccc(S(=O)(=O)Nc3ccc(O)c4ccccc34)c3cccc1c23	8.0	1.0	-0.6	-0.3
49	CC(C)c1ccc(S(=O)(=O)N2CCN(S(=O)(=O)c3ccc(C(C)C)cc3)C(C)C2)cc1 (configuration not stated)	6.3	-0.5	2.0	-0.1
50	COC(=O)c1nc(NC(=O)/C=C/c2ccccc2)n[nH]1	-11.5	2.2	1.8	-0.1

# The results go on:
entry	canonical_smiles	TEAD-YAP inh	GPR151 ag	MITF primary	FBW7 act
51	CCC(=O)Nc1ccc(C(=O)Nc2nnc(COC)s2)cc1	7.3	2.7	11.0	0.1
52	C[C@@H](O)[C@@H]1NC(=O)[C@@H]2C[C@H](NCc3ccc(F)c(F)c3)CN2C1=O	-3.2	-1.0	-2.5	-0.1
53	Cc1ccc(CN2CCNC(=O)C2CC(=O)NCc2cccc(Cl)c2)cc1 (configuration not stated)	-2.6	-0.3	-0.2	0.1
54	Cc1cc(C=O)c(C)n1-c1ccc([N+](=O)[O-])cc1	1.6	-0.4	1.3	0.0
55	Fc1ccc(COc2ccccc2CNn2cn[nH]c2=S)cc1	-8.5	0.8	8.4	0.1
56	CN(CCc1ccccc1)C(=O)C1CC(Cc2ccc(F)cc2)=NO1 (configuration not stated)	-36.5	1.2	17.6	0.2
57	C=CCN1CC(C(=O)N2CCC(CO)(Cc3cccc(C(F)(F)F)c3)CC2)CC1=O (configuration not stated)	-3.2	-0.9	-5.2	-0.2
58	O=C(c1cccc(-n2cnnn2)c1)N1CCOCC1	-4.0	-1.6	-10.9	0.0
59	C/C(=N\N=C(/N)SC1CC(=O)N(c2ccc(C(=O)O)cc2)C1=O)c1ccc(O)cc1 (configuration not stated)	13.8	0.5	7.6	-0.1
60	CCN(CC)S(=O)(=O)c1ccc(Cl)c(C(=O)Nc2ccc(NC(=O)c3ccccc3)cc2)c1	12.6	0.0	17.8	0.1
61	O=C(CC1CCCCC1)Nc1ccc(Cl)cn1	-0.4	0.4	9.9	0.0
62	COc1cc(OC)c(OC)cc1/C=C/c1nc2cc3ccccc3cc2c(=O)n1-c1ccc(Cl)cc1C	3.6	-2.0	13.9	0.1
63	O=C(Nc1ccc(NC(=O)c2cnccn2)cn1)c1cccc(Cl)c1	-20.7	0.9	-5.1	-0.1
64	CCOC(=O)C1CCN(S(=O)(=O)c2ccc(OCC)c3ccccc23)CC1	1.3	0.1	-4.5	0.0
65	CCOCCn1c(=O)c2c(nc3n(-c4cccc(Cl)c4)c(C)c(C)n23)n(C)c1=O	8.7	0.3	-9.9	-0.2
66	CCCNC(=O)c1c(N)n(-c2ccccc2)c2nc3ccccc3nc12	-4.2	0.3	3.0	0.3
67	CSc1ccc(C(=O)NCC2CCCCC2)cc1[N+](=O)[O-]	-5.5	-0.3	3.7	-0.1
68	C=CCn1c(=O)c(C(=O)Nc2cccc(C)c2)c(O)c2ccccc21	-10.7	1.3	-1.5	-0.1
69	O=C(NCC1CCC2(CCN(Cc3ccccc3)CC2)O1)c1ccc(-n2cccn2)cc1 (configuration not stated)	-0.9	0.4	3.0	-0.1
70	COc1ccc(CN2C(=O)/C(=C/c3cccnc3)SC2=S)cc1	5.8	-0.5	-6.3	-0.1
71	Cc1ccc(OCC(=O)O/N=C(\N)c2ccccc2Cl)cc1C	-35.6	2.0	-33.8	0.0
72	O=C(NNC(=O)c1cc2occc2[nH]1)Nc1ccccc1C(F)(F)F	-3.9	-1.1	4.1	-0.2
73	CSc1ncc(C(=O)NC(C)c2ccccc2)c(C)n1 (configuration not stated)	1.8	4.9	-0.7	0.0
74	CCc1nc2c(n1O)CCc1c-2no[n+]1[O-]	13.1	0.7	15.8	1.6
75	CCOC(=O)c1c(NC(=O)CSc2nnc(CNC(=O)c3cc(OC)cc(OC)c3)n2-c2ccc(F)cc2)sc2c1CCCC2	0.9	-0.2	-1.8	0.0
76	O=S(=O)(c1ccc(Cl)cc1F)N(Cc1ccco1)Cc1cccs1	4.6	-0.4	2.5	0.3
77	Cc1ccc(-c2nnc(SCC(=O)Nc3cccc(Cl)c3)o2)cc1	-40.8	-2.2	11.5	0.1
78	OCC1CCCN1c1nc(Nc2ccc3c(c2)OCO3)c2ncn(-c3ccsc3)c2n1 (configuration not stated)	34.3*	-1.6	22.1	-0.1
79	CCOC(=O)c1c(NC(=O)c2ccc(OC)cc2)sc(C(=O)NC2CCCC2)c1C	-5.8	0.2	25.7	0.2
80	Nc1nnc(SCC(=O)N2CCCc3ccccc32)s1	-1.5	0.2	0.6	0.2
81	CC[C@H](Cn1nc(-c2ccc(F)c(F)c2)ccc1=O)NC(=O)c1cnccn1	-3.1	-0.2	-9.8	0.3
82	Cc1noc(C)c1CC1(C)C(=O)Nc2ccccc21 (configuration not stated)	4.2	-0.7	-20.5	0.2
83	COC(=O)c1ccsc1NC(=O)c1cc(Cl)ccn1	-19.3	-1.5	8.6	-0.2
84	CC(=O)c1cccc(NC(=O)N2CCCC(O)C2)c1 (configuration not stated)	10.5	-1.5	40.0	0.9
85	CCOc1ccc(S(=O)(=O)NCc2cccnc2)cc1C(C)C	10.3	-0.5	-0.2	0.1
86	Cc1ccccc1-n1nc2c(c1NC(=O)c1ccc(Cl)c([N+](=O)[O-])c1)CS(=O)(=O)C2	24.6	-1.7	-0.6	0.0
87	CC1CCCN(c2ccc(N3C(=O)CCCC3=O)cc2[N+](=O)[O-])C1 (configuration not stated)	-1.9	0.3	5.7	0.2
88	CN1C(=O)C(=Cc2ccc(OCc3ccc(F)cc3)cc2)C(=O)N(C)C1=S	-26.3	-5.0	-2.3	-0.1
89	Cc1cccn2c(=O)c(/C=C(\C#N)C(=O)NCCCOC(C)C)c(Oc3ccccc3)nc12	-6.4	-0.8	-13.2	0.0
90	COc1ccc(-c2cc(C(F)(F)F)nc(SC3CC(=O)C4OCC3O4)n2)cc1OC (configuration not stated)	-18.1	-2.0	14.2	0.2

# Entries of single compounds, looked up by structure. Values in the order: TEAD-YAP inh | GPR151 ag | MITF primary | FBW7 act
# CCOc1ccc(S(=O)(=O)NCc2cccnc2)cc1C(C)C is listed as 10.3 | -0.5 | -0.2 | 0.1
# CS(=O)(=O)Nc1ccc(C(=O)Nc2ccccc2C(=O)NCc2ccccc2)cc1 is listed as -11.0 | -0.1 | -2.0 | -0.2
# COc1ccc(S(=O)(=O)Nc2ccc(N3CCCC3=O)c(C)c2)cc1C is listed as 7.8 | -0.7 | 25.7 | 0.8

# Next part:
entry	canonical_smiles	TEAD-YAP inh	GPR151 ag	MITF primary	FBW7 act
91	Brc1ccc(OCCSc2ncn[nH]2)cc1	-13.9	-5.6	-5.7	0.4
92	COc1ccc(NC(=O)COc2cc(C)ccc2C)cc1OC	-11.2	0.4	-5.7	0.9
93	O=C(CCS(=O)(=O)c1cccc2nonc12)Nc1ccc(F)cc1	-5.3	-0.5	-0.5	0.1
94	COCCNc1nc2nonc2nc1N1CCN(Cc2cccc(Cl)c2)CC1	9.5	-1.7	8.4	0.2
95	Cc1ccc(Oc2ccc(N3C(=O)C4CC=CCC4C3=O)cc2)cc1 (configuration not stated)	-4.9	0.2	-12.6	0.1
96	COc1ccc(NC(=O)CSc2nc3c(cc2C#N)CN(C)CC3)cc1OC	1.9	0.0	3.0	-0.1
97	CC1=C(C(=O)OC2CCCC2)C(c2cccc(O)c2)C2=C(CC(c3ccccc3)CC2=O)N1 (configuration not stated)	22.2	1.4	2.4	0.6
